CRFBP-R2 block: antagonists of CRF-BP/CRF-R2 complex, primary screen, cell-based, HEK293, calcium dye fluorescence, uHTS; CRF-induced calcium fluorescence; inhibition, % at 11.8 µM; 0.59% of 350,000 active;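 active means inhibition of the ligand-induced calcium signal above about 50% at the single tested concentration, limit read from the data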
M5 ag: human M5 muscarinic receptor agonists, primary screen, CHO-K1 cells, Fluo-8 calcium fluorescence. activation, % at 3 µM. CHO-K1 hM5 cells; 0% DMSO wells, 100% maximal acetylcholine response. 0.19% of 360,000 active. AID 624037, 2012. Muscarinic acetylcholine receptor M5 (Homo sapiens), P08912;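 active means activation above the run's mean over test compounds plus 3 SD, cut at about 23% in these data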;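 further: signal is peak over basal fluorescence ratio across the kinetic read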
CHRM5 antagonist: human M5 muscarinic receptor antagonists, primary screen, CHO cells, Fluo-8 calcium fluorescence | Muscarinic acetylcholine receptor M5 (Homo sapiens), P08912 | CHO-hM5 cells, ACh EC80 | inhibition, % at 3 µM | 0.59% of 360,000 active;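 active means inhibition above a per-plate cutoff, the mean of that plate's test compounds plus 3 SD, cut at about 27% in these data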;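 further: 0% = acetylcholine EC80 with DMSO and 100% = DMSO without agonist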
CHRM5 PAM: human M5 muscarinic receptor positive allosteric modulators, primary screen, CHO-K1 cells, Fluo-8 calcium fluorescence; Muscarinic acetylcholine receptor M5 (Homo sapiens), P08912; CHO-K1 hM5, ACh EC20 PAM; 0% = ACh EC20, 100% = ACh EC100; activation, % at 3 µM; 0.3% of 360,000 active; AID 624038, 2012;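 active means activation above the run cutoff, the mean activation of all test compounds plus 3 SD, cut at about 18% in these data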
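System: CHO-K1 cell line with stable human muscarinic M5 receptor expression | Also added: EC20 acetylcholine as agonist stimulus | Compound: One concentration, 3 µM final (nominal) | Timing: Fluo-8 loading 80 min at 37 °C plus 30 min room temperature | Measured by: Fluo-8 calcium dye fluorescence, kinetic read | Read-out basis: % activation, ACh-normalized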
CRFR2-BP ag: agonists of CRF-BP/CRF-R2 complex, primary screen, cell-based, HEK293, calcium dye fluorescence, uHTS; activation, % at 13.2 µM; calcium dye fluorescence (FLIPR); percent of saturating CRF peptide response; 0.46% of 350,000 active; AID 588473, 2011;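 active means activation of at least 50%, plus an integration ratio under a set limit after plate pattern correction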;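 further: plate controls were neutral control wells without compound for no effect and CRF at EC100 for full effect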
M4 ag: human M4 muscarinic receptor agonists, primary screen, CHO-K1 cells, Fluo-8 calcium fluorescence; Muscarinic acetylcholine receptor M4 (Homo sapiens), P08173; CHO-K1 hM4/Gqi5; vehicle 0%, full acetylcholine response 100%; activation, % at 3 µM; 0.14% of 360,000 active;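 active means activation above the run mean over all test wells plus 3 SD, cut at about 32% in these data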;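 further: peak over basal fluorescence ratio per well then scaled between controls; 0% = DMSO wells and 100% = acetylcholine at EC100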
M4 antag: human M4 muscarinic receptor antagonists, primary screen, CHO cells, Fluo-8 calcium fluorescence | 0.73% of 360,000 active | AID 624125, 2012 | CHO-hM4 cells, ACh EC80 | Muscarinic acetylcholine receptor M4 (Homo sapiens), P08173 | inhibition, % at 3 µM;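 active means inhibition above its plate's cutoff, the mean inhibition of sample wells plus 3 SD, cut at about 27% in these data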;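 further: 0% = acetylcholine EC80 with DMSO and 100% = DMSO without agonist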
CHRM4 PAM: human M4 muscarinic receptor positive allosteric modulators, primary screen, CHO-K1 cells, Fluo-8 calcium fluorescence | Muscarinic acetylcholine receptor M4 (Homo sapiens), P08173 | activation, % at 3 µM | CHO-K1 hM4/Gqi5, ACh EC20; 0% = ACh EC20, 100% = maximal ACh | 0.4% of 360,000 active;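 active means activation above its plate's cutoff, the mean activation of sample wells plus 3 SD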; further: some results filed as inactive read as strong as hits
IDE inh: human IDE inhibitors in live cells, primary screen, fluorescence polarization, HEK cells, FAbetaB substrate | inhibition, % at 5.59 µM | FAbetaB cleavage | 0.41% of 320,000 active | Insulin-degrading enzyme (Homo sapiens), P14735;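 active means percent inhibition above the average of all tested compounds plus 3 SD, set per screening campaign, cut at about 16% in these data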;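 further: IDE supplied by intact live HEK cells; FP after avidin binding of uncleaved biotin substrate so inhibition keeps polarization high; 0% = DMSO wells and 100% = 60 µM reference IDE inhibitor Ii1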
Target sequence (P14735 whole entry, looked up): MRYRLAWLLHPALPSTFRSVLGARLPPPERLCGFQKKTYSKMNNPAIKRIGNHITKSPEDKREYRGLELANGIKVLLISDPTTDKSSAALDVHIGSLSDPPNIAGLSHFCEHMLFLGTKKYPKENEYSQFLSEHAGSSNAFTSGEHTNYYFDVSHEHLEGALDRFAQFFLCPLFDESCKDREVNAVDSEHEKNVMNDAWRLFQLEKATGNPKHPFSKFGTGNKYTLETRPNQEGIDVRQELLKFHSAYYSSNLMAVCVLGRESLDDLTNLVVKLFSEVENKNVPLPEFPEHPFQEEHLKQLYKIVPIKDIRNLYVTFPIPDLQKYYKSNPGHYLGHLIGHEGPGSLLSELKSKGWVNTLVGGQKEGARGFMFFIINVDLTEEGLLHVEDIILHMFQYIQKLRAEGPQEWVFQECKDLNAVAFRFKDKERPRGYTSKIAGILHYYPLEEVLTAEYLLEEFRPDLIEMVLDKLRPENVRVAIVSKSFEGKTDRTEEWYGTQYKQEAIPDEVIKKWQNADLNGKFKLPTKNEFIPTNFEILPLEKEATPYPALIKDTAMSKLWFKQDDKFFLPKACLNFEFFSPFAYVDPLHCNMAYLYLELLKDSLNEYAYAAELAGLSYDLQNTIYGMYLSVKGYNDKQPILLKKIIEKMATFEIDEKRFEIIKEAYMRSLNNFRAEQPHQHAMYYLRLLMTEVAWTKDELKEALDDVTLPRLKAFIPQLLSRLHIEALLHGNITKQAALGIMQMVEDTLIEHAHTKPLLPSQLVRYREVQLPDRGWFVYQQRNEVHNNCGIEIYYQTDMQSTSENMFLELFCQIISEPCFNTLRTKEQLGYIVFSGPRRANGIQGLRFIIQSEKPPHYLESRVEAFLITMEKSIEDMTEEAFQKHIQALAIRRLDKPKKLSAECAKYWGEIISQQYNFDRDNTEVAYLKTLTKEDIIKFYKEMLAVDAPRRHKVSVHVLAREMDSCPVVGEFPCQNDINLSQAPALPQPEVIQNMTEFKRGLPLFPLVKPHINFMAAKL
The depositor's hits bear a star; / = not tested or not shown.

nr	structure	CHRM5 antagonist	IDE inh	CRFBP-R2 block	M5 ag	M4 antag	CHRM5 PAM	CHRM4 PAM	M4 ag	CRFR2-BP ag
1	Cc1cccc(NC2=NC3(CCCCC3)N=C(N)N2)c1C	-9.6	2.1	-6.5	-11.8	-3.8	-2.5	-2.9	1.4	0.6
2	NC(=S)NNC(=O)COc1ccccc1O	-1.6	1.4	-4.6	3.3	14.8	3.5	-13.5	0.3	-0.1
3	CCCCn1c(N)c(-c2nc3ccccc3o2)c2c([N+](=O)[O-])nn(CC)c(=O)c21	0.7	4.6	-20.1	0.5	0.3	-0.8	-3.3	0.8	3.7
4	COC(=O)c1cc(-c2ccccc2)n(CCN)c1C	8.9	-6.7	-1.1	3.7	0.4	-0.3	-2.0	-0.1	-1.1
5	Nc1ccc(-c2nc3ccc(N)cc3o2)cc1	-0.8	-0.9	8.5	-0.3	-9.9	-2.5	-0.8	2.1	-0.9
6	O=C(CN(Cc1cccs1)C(=O)CCC(=O)Nc1ccccn1)NCc1ccccc1	16.3	2.0	2.7	-1.3	-1.0	-17.2	-0.6	4.6	1.5
7	O=C(O)C[C@H]1c2cc(C(F)(F)F)ccc2S(=O)(=O)N1C1CCN(Cc2ccccc2)CC1	6.6	6.0	0.4	-2.2	2.8	4.2	12.6	0.6	1.0
8	CCCCn1c(N)c(N(CCOC)C(=O)COC(=O)COc2cccc(C(C)=O)c2)c(=O)[nH]c1=O	6.7	-4.7	-6.0	3.0	-9.7	-3.5	6.6	0.2	0.1
9	CC(=O)N(CCC(c1ccco1)C(C)C)Cc1ccc(OC(C)C)cc1 (stereo not given)	-2.4	0.9	11.2	-4.9	-4.1	3.7	-4.0	-1.2	-1.8
10	COc1cc(C=C2CN(C)C(=O)C2=O)ccc1O	7.5	/	-5.3	0.7	8.8	-2.2	-0.4	0.5	-2.9
11	CC(C)(C)OC(=O)N1CCCC(C(=O)Nc2cccc(C(=O)N3CCCC3)c2)C1 (stereo not given)	2.6	-0.1	-5.0	4.1	0.9	4.4	3.9	2.0	-0.9
12	Cc1cc(N/N=C/c2ccccc2O)nc(-c2ccccc2O)n1	6.8	-2.0	-2.8	-1.5	-5.8	-5.7	-1.8	4.7	-0.5
13	Cn1nc(-c2ccc(Cl)cc2)cc1NC(=O)CSCC(=O)O	-4.2	2.1	8.5	1.3	-1.1	14.9	-1.0	0.2	-0.3
14	NC(=O)c1c(Nc2nc3c(F)cccc3s2)sc2c1CCCC2	6.1	24.3*	-38.5	1.3	14.8	-1.4	-3.5	4.4	35.8
15	CCc1ccc(O)c(N=Cc2cccc(C)c2O)c1	0.1	5.1	-11.1	0.3	3.1	3.9	-3.6	0.7	1.2
16	O=C(NCc1cccnc1)c1ccccc1-c1ccccc1	13.8	3.2	3.2	-2.4	-6.7	-3.8	15.5	2.0	0.3
17	Cc1cc(C)cc(NC(=O)C(OC(=O)c2ccc(O)cc2)c2ccccc2)c1 (stereo not given)	4.1	-2.4	-1.2	0.4	-1.0	-8.1	-9.2	0.4	1.3
18	FC(F)(F)c1ccccc1NC(=S)N1CCN(c2ncccn2)CC1	-4.7	-1.4	-6.5	-1.9	-2.7	-0.2	-1.3	0.7	-2.4
19	Nc1nc2ccc([N+](=O)[O-])c(N)c2s1	-3.5	-8.8	-1.4	0.7	0.0	12.3	6.5	1.3	-0.9
20	CCOC(=O)N1CCN(C(=O)C[C@@H]2C[C@@]3(C(=O)OC)CC(C)(C)CC=C3N(Cc3cccc4ccccc34)C2=O)CC1	6.7	/	/	4.0	-19.6	-0.2	0.6	12.6	/
21	CC(C)CN(CC(C)C)S(=O)(=O)N1CCC(C(=O)NCCc2ccc(Cl)cc2)CC1	-9.3	-1.0	6.1	2.6	3.9	3.9	-4.5	-0.5	1.0
22	Cc1ccc(O)c(C(=O)c2cc(C(=O)NCCc3ccccc3)c(=O)n(CCc3ccccc3)c2)c1	14.4	1.8	32.4	0.2	8.2	-13.0	-7.3	3.7	4.8
23	O=C1c2ccccc2NC(c2ccccc2)N1/N=C/c1ccccc1 (stereo not given)	3.7	-3.9	-25.9	-2.5	2.8	0.6	1.7	1.7	-1.4
24	COc1ccccc1NC(=S)N1CCCC1	-8.2	-2.3	-0.1	0.9	0.3	7.4	13.8	0.7	2.7
25	CCOc1ccc(-n2c(N)c(C(=O)NCc3ccco3)sc2=S)cc1	-7.2	4.6	20.8	-4.1	1.9	3.6	3.2	0.2	-1.1
26	CC12CNCC(C)(CN(C(c3ccccc3)c3ccccc3)C1)C2	9.1	3.5	12.3	-9.1	2.4	-8.9	-8.5	-0.3	-1.2
27	C=CC[C@H](CC(=O)NCCO)C(=O)N[C@H](COC(=O)[C@@H](CC=C)CC(=O)OC(C)(C)C)Cc1ccccc1	16.0	-2.9	3.8	1.0	0.3	-1.6	6.6	5.4	-1.2
28	COCCCn1c(=O)/c(=C\c2ccccc2OC(F)F)s/c1=C(/C#N)C(N)=O	1.7	0.8	-45.5	-0.7	-2.8	-4.3	10.1	2.2	3.6
29	Cc1ccc(N2C(=O)c3ccccc3C2Nc2cccnc2)nc1 (stereo not given)	1.5	-2.0	-26.7	0.0	-2.3	-2.4	-4.5	-0.2	-1.6
30	O=C(O)CCCCCNS(=O)(=O)c1cccc2nsnc12	-3.5	0.1	3.7	-1.5	-6.0	1.3	7.3	1.2	-0.9
31	Cc1cccc(N(CC(=O)Nc2cccnc2)S(C)(=O)=O)c1	8.8	6.1	-0.1	-1.0	10.1	-1.8	-7.6	5.2	-1.2
32	CC1(C(=O)Nc2ccc3c(c2)OCO3)CC1(Cl)Cl (stereo not given)	9.3	-1.0	19.3	-6.0	1.3	-3.8	9.0	-0.3	-1.0
33	CCc1nc(SCC(=O)N2CCCCC2)c2c(=O)n(C)c(=O)n(C)c2n1	12.8	2.2	-7.2	-5.0	0.4	-8.2	-2.5	5.2	-0.6
34	COC(=O)c1sc(NC(=O)COc2c(C)cccc2C)nc1C	-10.0	-0.8	-8.5	-1.5	-0.8	17.9	9.2	-0.2	-2.5
35	Cc1c(Cl)cccc1NC(=O)CNC(=O)c1ccc2c(c1)OCCO2	-0.2	7.7	5.8	1.1	-39.7	-0.2	21.8*	2.8	-2.0
36	CCCC(C)NNC(=O)c1cc2ccccc2[nH]1 (stereo not given)	-4.5	5.4	-27.9	3.6	2.5	3.1	-11.3	-0.4	-1.1
37	Cc1ccc(S(=O)(=O)NNC(=O)c2ccoc2C)cc1	0.0	6.6	2.0	0.1	-2.5	6.0	1.5	0.1	1.6
38	CN1CCC(N(C)C(=O)c2cc(S(=O)(=O)N(C)c3ccccc3)ccc2Cl)CC1	5.7	4.0	-5.8	-1.1	-1.7	-1.9	12.8	1.1	1.6
39	COc1ccc(CCN=C(N)NS(=O)(=O)c2cc(F)ccc2OC)cc1	1.9	3.9	2.1	-2.8	7.4	3.2	-2.6	1.0	1.0
40	CCN1CCN(C(=O)NC2CC(=O)N(c3ccc(OC)cc3)C2)CC1 (stereo not given)	-5.5	-0.9	10.2	4.8	18.7	-1.0	1.4	1.0	-0.8
41	CC(Sc1nnc(NC2CCCCC2)s1)C(=O)N1CCOCC1 (stereo not given)	2.2	1.4	4.3	-3.7	-16.7	5.8	8.7	0.6	-1.6
42	Cc1ccc(C(=O)NNC(=O)CCC(=O)NCc2ccccc2)cc1Br	6.4	/	3.6	-4.2	10.0	-4.7	-6.3	0.3	-0.6
43	O=C(CSc1nccc(=O)[nH]1)Nc1cccc2ccccc12	2.9	-3.8	2.1	-1.8	-11.5	6.9	0.4	0.3	-0.1
44	NCCCC[C@@H](C(=O)N1CCNCC1)n1cc([C@@H](N)CC(N)=O)nn1	15.6	-1.4	3.0	1.8	-4.1	1.9	2.8	0.6	0.3
45	N#Cc1ccc(Oc2nc(C#N)cc(-c3ccccc3)n2)cc1	4.4	7.0	21.6	-3.0	2.8	-2.3	-3.0	-0.1	0.1
46	Cc1c(/C(O)=C2/C(=O)C(=O)N(CCN3CCOCC3)C2c2cccs2)cnn1-c1ccccc1 (stereo not given)	2.6	-0.8	-9.9	-0.5	-5.6	-4.9	-2.0	1.1	2.0
47	Cc1ccc(O)c(NC(=O)COc2cc(C)ccc2C)c1	-1.2	5.9	-14.1	-4.5	-3.0	1.8	3.0	0.5	1.7
48	COCCN1CCN(c2c3c(nc4cc(-c5cccc(F)c5)nn24)CCC3)CC1	-0.5	6.4	-3.2	-0.8	9.4	-3.9	-7.1	3.2	-0.5
49	Cc1ccc(OCCCC(=O)N(C)CC(=O)Nc2c(C)cccc2C)cc1	-11.9	/	-3.9	1.7	-14.2	1.4	10.1	2.7	-1.3
50	COc1ccc(C(=O)NC(=S)Nc2ccc(S(=O)(=O)Nc3cc(C)on3)cc2)cc1OC	0.4	-4.8	3.8	2.2	6.4	6.0	1.4	-0.1	0.3

Entries listed above printed as active in CHRM4 PAM:
entry	compound	CHRM5 antagonist	IDE inh	CRFBP-R2 block	M5 ag	M4 antag	CHRM4 PAM	M4 ag	CRFR2-BP ag
35	Cc1c(Cl)cccc1NC(=O)CNC(=O)c1ccc2c(c1)OCCO2	-0.2	7.7	5.8	1.1	-39.7	21.8*	2.8	-2.0

No enrichment for hits; about 2.9% have a hit in one of these screens.
